# Tb PYK inh: inhibitors of Trypanosoma brucei pyruvate kinase. TbPYK enzyme, Kinase-Glo Plus ATP luminescence, 45 min. actives 0.12% (n = 410,000). Potency, µM (titrated, usually from 76.8 µM), inactives show at the highest dose activity, negative = inhibition, usual class: inhibitors; active = well fitted inhibition curve with a large enough effect; inconclusive = small, poorly fitted or top-dose-only effect; also: nearly all actives have a fitted effect of over 50% in size
#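 Luminescent Kinase-Glo Plus end-point after 45 min room-temperature reaction of T. brucei pyruvate kinase started with 130 uM ADP (final). Buffer TEA 50 mM pH 7.2 with KCl, MgCl2, BSA, Tween-20; titration-based qHTS with fitted concentration-effect curves.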
# Numbers without * were called inactive; ? = inconclusive. % is scaled to controls: 0 for no effect and ±100 for the full control effect; potency is read from the fitted curve at half-maximal effect. This is a subset; rates above refer to the full screens.
canonical_smiles	Tb PYK inh
O=C1C=CN(C2OC(CO)C(O)C2O)C(=O)C1 (stereo unspecified)	2.1%
COc1ccccc1CCn1c(=O)c(-c2cc(F)cc(F)c2)nc2cncnc21	6.2%
CCNC(=O)C1(C)CCCN1C(=O)c1c(F)cccc1F (stereo unspecified)	-1.9%
CC1=C(C(=O)N(C(C)C)C(C)C)CC(CC(=O)NC2CC2)C(=O)N1Cc1ccc(C(C)(C)C)cc1 (stereo unspecified)	-5.2%
CCN1/C(=C/C=C/C2=[N+](CC)c3ccccc3C2(C)C)C(C)(C)c2ccccc21	?
CN(C)CCCNc1nc2cc(-c3ccc4c(ccn4C)c3)sc2c(=O)n1C	-3.3%
OC(c1cc(F)cc(Cl)c1)c1ncc(-c2cccc(C(F)(F)F)c2)[nH]1 (stereo unspecified)	-1.5%
CCOc1ccc(-n2c(C)c3c(C)nnc(C)c3c2C)cc1	-2.4%
CCNc1ncc2ncc(=O)n(CCc3ccccc3)c2n1	0.0%
O=[N+]([O-])c1cccc(S(=O)(=O)Nc2ccc(S(=O)(=O)Nc3nccs3)cc2)c1	1.8%
O=C(OC1CC2CC1[C@H]1CCCCN1C2=O)N1CCN(c2ccccc2)CC1 (stereo partly specified)	0.8%
CC(O)(c1ccccc1)c1nc(-c2cccc(C#N)c2)cs1 (stereo unspecified)	-7.3%
O=C(NCCc1ccccc1)C1Cc2c(-c3ccccc3)ccnc2O1 (stereo unspecified)	7.1%
COc1ccccc1-c1cnc(C(O)c2ccc(C)cc2)[nH]1 (stereo unspecified)	0.2%
C#Cc1cccc(Nc2nc(NC(C)C)nc3ccsc23)c1	4.7%
Cc1ccc(-c2nc3cc(C)c(Br)c(C)n3c2Cc2cccc(Cl)c2)cc1	-0.8%
Cc1nc2cnc(N(C)C)nc2n(C)c1=O	-2.3%
COC(=O)c1ccc2nc(-c3ccc(F)cc3)c(CC3CCCCC3)n2c1	4.5%
CC(=O)NCCNC(=O)C1(C)Cc2c(-c3ccc(C(N)=O)cc3)ccnc2O1 (stereo unspecified)	-0.4%
O=C(CC1CC1)Nc1ccc2c(c1)[C@@H]1C[C@H](CC(=O)NC3CCCC3)O[C@@H](CO)[C@@H]1O2	-2.4%
COc1cccc(CN(C)C[C@H]2OCc3cnnn3CCCC(=O)N([C@@H](C)CO)C[C@@H]2C)c1	-7.6%
CCNc1ncc2nc(-c3cccs3)c(=O)n(-c3ccc(OC)cc3)c2n1	-1.5%
COc1ccccc1-c1cnc(C(O)c2cc(Cl)cc(Cl)c2)[nH]1 (stereo unspecified)	-0.2%
O=c1[nH]c2ccccc2n1C1CCN(Cc2ccc(-c3nc4ccccc4nc3-c3ccccc3)cc2)CC1	-8.9%
CCOC(=O)[C@]12CCCC=C1N(Cc1ccc(Cl)cc1Cl)C(=O)[C@H](CC(=O)N1CCSCC1)C2	0.9%
CCN(Cc1ccc(Br)s1)C(=O)CSc1nnc(C2CC2)n1C1CC1	-6.0%
CCOC(=O)[C@]12CCC=C1N(CCC1=CCCCC1)C(=O)[C@H](CC(=O)N1CCN(C(=O)C3CC3)CC1)C2	-2.5%
CC1(C)OC(=O)C2=C(CC(c3ccccc3)OC2CCc2ccccc2)O1 (stereo unspecified)	-13.7%
COc1ccc(CN2C[C@@H](CO)O[C@@H](n3cnc4c(NC5CCC5)ncnc43)C2)cc1	1.2%
CCCc1nc2ccc(Br)cn2c1Cc1ccccc1OC	2.9%
CCOC(=O)c1c(NC(=O)COC(=O)c2cccc([N+](=O)[O-])c2)sc(C(=O)N(C)C)c1C	5.7%
COc1ccc(CNC(=O)/C=C/[C@H]2O[C@@H](n3cc(C)c(=O)[nH]c3=O)C[C@@H]2O)cc1	1.5%
Clc1cccc(-c2nc3ccc(Br)cn3c2Cc2ccccc2)c1	-1.8%
CN(c1ccccc1)S(=O)(=O)c1cccc(C(=O)NCC(c2cccs2)N2CCOCC2)c1 (stereo unspecified)	1.4%
OC(c1ccc(Cl)cc1)c1ncc(-c2cccc(F)c2)[nH]1 (stereo unspecified)	4.5%
CCc1nc2ccc(C(=O)Nc3cccc(NS(C)(=O)=O)c3)cn2c1N(C)CCCc1ccccc1	2.0%
COCCNC(=O)C1(C)CCN(C(=O)c2ccc(C(F)(F)F)nc2C)C1 (stereo unspecified)	5.7%
C[C@@H]1COc2cc(N3CC[C@H](O)C3)ccc2S(=O)(=O)N1	0.8%
CCCNC(=O)c1cc(C2CCCN(C(=O)c3ccc(OC)cc3)C2)on1 (stereo unspecified)	4.6%
CCc1nc2c(OCc3ccccc3)cccn2c1N(C)C(=O)COc1ccccc1	-3.5%
CCN1C(=O)[C@H]2[C@@H](c3ccc(C(F)(F)F)cc3)N[C@]3(CCCN(Cc4ccco4)C3=O)[C@H]2C1=O	-9.7%
Cc1ccc(S(=O)(=O)N2C[C@H]3N(C(=O)OC(C)C)N(C(=O)OC(C)C)C[C@H](OC(=O)Nc4c(C)noc4C)[C@@]3(O)C2)cc1	4.1%
CC(=O)NCCc1ccc(C(=O)COC(=O)c2ccc(C)s2)cc1	-11.4%
COc1ccc(C(N)c2csc(Nc3cc(Oc4ccccc4)ncn3)n2)cc1 (stereo unspecified)	-9.6%
C=CCOc1cccn2c(N(C=O)Cc3ccccc3)c(CC)nc12	6.2%
O=C(c1cnccn1)N1CCC2(CCCN(Cc3ccccc3)C2)CC1	-4.7%
O=C(NCc1ccccc1)c1ccc([N+](=O)[O-])cc1	1.7%
Cc1nc2c(OCc3ccc(C#N)cc3)cccn2c1N(C)Cc1cccs1	-1.7%
CC1C(=O)N(Cc2cn(Cc3ccco3)nn2)CCS(=O)(=O)N1Cc1ccc(-c2ccc(F)nc2)cc1 (stereo unspecified)	-10.1%
Cc1cccc(C)c1NC(=O)C(c1ccccc1)N1CCN(c2ccc(C(F)(F)F)cn2)CC1 (stereo unspecified)	3.1%
CCOC(=O)CC1c2nc3ccccc3cc2CN1C(=O)OCC (stereo unspecified)	4.5%
COc1cc(CNc2ncnc3c2ncn3[C@H]2CN(Cc3ccc(C(=O)O)cc3)C[C@@H](CO)O2)cc(OC)c1OC	2.7%
Cc1ccc(Cn2c(C)c(C(=O)NCc3cccc(C(F)(F)F)c3)sc2=O)cc1	2.5%
COC(=O)[C@]12CCCCC=C1N(Cc1ccco1)C(=O)[C@H](CC(=O)NCc1ccc(C)o1)C2	-7.7%
C[C@@H](CO)NC(=O)[C@H]1O[C@@H](n2cnc3c(N)ncnc32)[C@H](O)[C@@H]1O	5.3%
Clc1cccc(-c2cccc3nccn23)c1Cl	-0.3%
O=C(NCc1ccco1)c1ccc(-c2ccc3nccn3c2)cc1	-5.4%
CC(C)C[C@H]1CNC(=O)C(=O)N1C[C@@H]1CCCN1C[C@H](CC(C)C)N1C[C@H](Cc2ccc(O)cc2)N(CCc2ccccc2)C(=O)C1=O	1.6%
CCCS(=O)(=O)NC(=O)C1(C)CCN(C(=O)c2cncc(Br)c2)C1 (stereo unspecified)	-1.7%
Cc1cc(NC(=O)COC(=O)c2ccc(Cl)cc2)no1	0.4%

# A second format for some results above.
Cc1cccc(C)c1NC(=O)C(c1ccccc1)N1CCN(c2ccc(C(F)(F)F)cn2)CC1 (stereo unspecified)
  Tb PYK inh: 3.1%

Cc1ccc(Cn2c(C)c(C(=O)NCc3cccc(C(F)(F)F)c3)sc2=O)cc1
  Tb PYK inh: 2.5%

# Next section:
canonical_smiles	Tb PYK inh
N#CCCn1c(=O)c(CCc2ccccc2)nc2cnc(Oc3cccc(Cl)c3)nc21	1.5%
Cc1nc(N)ncc1CCC1OCCO1	1.3%
CCc1nc2c(OCc3cc(Cl)cc(Cl)c3)cccn2c1N(C)C(=O)Nc1ccccc1OC	-16.4%
Cn1c(OCC2CCCO2)nc2cc(-c3ccccc3)sc2c1=O (stereo unspecified)	4.0%
COc1ccc(-c2csc(C(C)(O)c3ccc(F)c(F)c3)n2)cn1 (stereo unspecified)	-3.3%
CC1(c2nnnn2Cc2ccccc2)CCC(=O)N1CCCN1CCOCC1 (stereo unspecified)	4.4%
CC1=C(C(=O)N2CCCCCC2)CC(CC(=O)NCCCCc2ccccc2)C(=O)N1CCC1=CCCCC1 (stereo unspecified)	5.4%
OCC1OC(c2ccc(OCc3ccccc3)cc2OCc2ccccc2)C(O)C1O (stereo unspecified)	-1.0%
CSCCC(c1nnnn1C1CCCCC1)N1CCC2(CC1)C(=O)NCN2c1ccccc1 (stereo unspecified)	2.2%
Cn1c(NCc2cccnc2)nc2cc(-c3ccc(F)cc3)sc2c1=O	8.8%
CCc1nc2ccc(C(=O)N3CCN(C(=O)c4ccco4)CC3)cn2c1N(C)Cc1ccc(OC)cc1	-3.9%
CCCCNC(=O)C[C@@H]1C[C@@]2(C(=O)OC)CCCCC=C2N(Cc2ccccc2)C1=O	-2.1%
CCOC(=O)C1=CCN(S(=O)(=O)c2ccc(F)cc2)C1c1ccc(C)cc1 (stereo unspecified)	-1.8%
O=C(O)C1=C2C(=O)Nc3cccc(c32)C2(C1)C(=O)Nc1ccccc12 (stereo unspecified)	-1.5%
COc1ccc(OC)c(-c2nn(-c3ccccc3)cc2C(=O)NC2(C)CCS(=O)(=O)C2)c1 (stereo unspecified)	5.8%
CC1(C(=O)NCc2cccc(C(F)(F)F)c2)CCN1Cc1ccc(-c2ccccc2)o1 (stereo unspecified)	0.5%
COc1ccc(-c2cc3c(c4c2ccn4C)C2CCC3C2)cn1 (stereo unspecified)	0.5%
C[C@@H]1CN([C@@H](C)CO)S(=O)(=O)c2ccc(Br)cc2O[C@H]1CN(C)C(=O)c1ccccc1	1.4%
Cc1nc(C)c(-c2csc(Nc3ccc(Cl)cn3)n2)s1	-2.8%
CCCNC(=O)C1(C)CCCN(C(=O)c2cc3ccccc3s2)C1 (stereo unspecified)	-0.4%
COc1ccc(Cc2c(C(C)(C)C)nc3ccc(Cl)cn23)c(C)c1	-2.3%
O=C1CCC(C(=O)OCC(=O)Nc2ccccc2Br)=NN1	-10.8%
CCCC(C)(C)C(=O)N1CCC1(C)C(=O)NS(=O)(=O)c1ccccc1Cl (stereo unspecified)	-4.1%
Clc1cccc(CNc2ccn3nc(-c4cccs4)cc3n2)c1	2.6%
C[C@H]1C[C@H]2[C@@H]3CCC4=CC(=O)C=C[C@]4(C)[C@@H]3C(=O)C[C@]2(C)[C@@]1(O)C(=O)CO	-4.1%
Cc1ccccc1-c1cnc(C(O)c2ccc(Cl)c(F)c2)[nH]1 (stereo unspecified)	-1.1%
COc1cc(CN2C[C@@H](CO)O[C@@H](n3cnc4c(NCCN(C)C)ncnc43)C2)cc(OC)c1OC	-4.6%
O=c1c(-c2ccccc2)nc2cncnc2n1Cc1ccc(F)cc1	0.0%
Cc1ccsc1C(=O)N1CCC1(C)C(=O)NS(=O)(=O)c1ccccc1 (stereo unspecified)	0.1%
O=C1CCC2c3[nH]c4ccccc4c3CCN12 (stereo unspecified)	0.0%
CC(=O)N1CCC2(CC1)CCN(c1ccncc1)CC2	-7.2%
COC(=O)N1CCC2(CC1)CN(C(=O)Nc1cccc(F)c1)C2	-3.7%
CC(O)(c1ccc(F)c(F)c1)c1nc(-c2ccc(S(C)(=O)=O)cc2)cs1 (stereo unspecified)	-7.3%
O=C(C=Cc1ccc2c(c1)OCO2)C1CC1	-2.0%
CCc1nc2c(OCCC3CCCCC3)cccn2c1N(C)C(=O)C1CC1	2.9%
CCc1nc2ccc(C(=O)NCCOc3ccc(OC)cc3)cn2c1N(C)C(=O)C1CCCCC1	-1.0%
CCC(CO)Nc1ccn2nc(-c3cccs3)cc2n1 (stereo unspecified)	-12.2%
CCCNC(=O)C1(C)CCCN(C(=O)c2ccc3sccc3c2)C1 (stereo unspecified)	5.9%
C=C1C(=CC=C2CCC[C@]3(C)[C@@H]([C@H](C)C=C[C@H](C)C(C)C)CC[C@@H]23)C[C@@H](O)C[C@@H]1O	-15.1%
Cn1c(=O)c2cc(NC(=S)NC3CCCCC3)ccc2n1Cc1ccc(F)cc1	-2.0%
COc1ccc(NC(=O)CCNC(=O)C2CCN(S(=O)(=O)c3ccccc3)CC2)cc1OC	3.8%
CNC(=O)C[C@@H]1C(=O)N(C2CCCCC2)CC1(C)C	6.2%
COc1ccccc1-c1ccc2c(c1)C(C)(Cc1ccc(Cl)cc1)C(=O)N2 (stereo unspecified)	-1.7%
CCc1nc2c(OCc3ccc(Cl)cc3)cccn2c1N(C)C(=O)c1ccc2c(c1)OCO2	-3.5%
CC1(Oc2cccc(F)c2)CCN(Cc2ccccc2OC(F)F)C1 (stereo unspecified)	3.1%
O=C1NC[C@H](CCCCN2C[C@H](Cc3ccccc3)N(CCc3ccccc3)C(=O)C2=O)N(CCC2CCCCC2)C1=O	4.7%
COc1cc(NC(=O)CC[C@H]2O[C@@H](n3cnc4c(NC(=O)c5ccccc5)ncnc43)[C@H](O)[C@@H]2O)cc(OC)c1OC	9.0%
CCOC(=O)C1=CCN(S(=O)(=O)c2ccccc2)C1c1ccc(C)cc1 (stereo unspecified)	-8.4%
CCCn1cnnc1CNC(=O)[C@H]1O[C@@H](n2ccc(N)nc2=O)[C@H](O)[C@@H]1O	-3.9%
Cc1onc(-c2ccccc2)c1C(=O)OCC(=O)c1ccc[nH]1	-4.6%
C[C@H]1CN([C@@H](C)CO)C(=O)CCCn2nncc2CO[C@H]1CN(C)C(=O)CCC(F)(F)F	4.7%
